Screening results from PubChem BioAssay.
MEKK2mut PB1 HTS – MEK5 binding signal on mutant MEKK2 PB1, primary screen, biochemical, multiplex bead flow cytometry, Alexa488-MEK5 | Alexa488-MEK5 binding to MEKK2 mutant | percent response, % at 10 µM | 290,000 tested, 0.35% active | AID 1530, 2009; in the data active = percent response above about 24%, passing the limit was not always enough; also: inactives centre near 1; some results filed as inactive read as strong as hits
HCV NS3 hel inh – inhibitors of HCV NS3 helicase, primary screen, biochemical, Cy5 molecular beacon fluorescence. NS3 helicase DNA unwinding. Hepatitis C virus NS3 helicase. 290,000 tested, 0.56% active. AID 1800, 2009. inhibition, % at 10.9 µM;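 active = inhibition above the mean of all tested compounds plus 3 SD, set per campaign, cut at about 35% in these data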;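 also: 0% = DMSO wells and 100% = thioflavine S control wells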
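System: HCV NS3 helicase fragment; control set: DMSO and thioflavine S; technique: Cy5 fluorescence at 0 and 60 min, beacon hairpin quenching; reagent: beacon DNA duplex substrate plus ATP; replicates: singlicate; schedule: 1 h reaction at 25 °C, ATP-initiated; medium: MOPS buffer pH 6.5 with MgCl2, DTT, Tween20, BSA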
IMP-1 inhibitor – IMP-1 metallo-beta-lactamase inhibitors, primary screen, biochemical, epi-absorbance readout, Pseudomonas aeruginosa enzyme. purified IMP-1, nitrocefin hydrolysis, epi-absorbance fluorescence. inhibition, % at 5.6 µM. 290,000 tested, 0.45% active;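 active = inhibition above the mean plus 3 SD of all compounds in the same screening run, cut at about 4.5% in these data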;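 also: 0% = IMP-1 with DMSO and 100% = DMSO wells lacking enzyme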
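System – purified recombinant IMP-1 beta-lactamase · Input – IMP-1 dispensed at 0.2 nM · Timing – 15 min preincubation plus 25 min reaction at 25 °C · Signal – Epi-absorbance fluorescence, 480 nm excitation, 530 nm emission · Measure – percent IMP-1 inhibition derived from blank-referenced optical density · Controls – Enzyme-plus-DMSO low control, enzyme-free DMSO high control · Replication – singlicate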
MEKK2wt PB1 HTS – modulators of MEK5 binding to wildtype MEKK2, primary screen, biochemical, multiplex bead flow cytometry, Alexa488-MEK5 | Alexa488-MEK5 binding to MEKK2 WT; actives lie on both sides | binding response (% of control), % at 10 µM | 290,000 tested, 1.1% active; in the data active = binding response below about 67% or above about 130%
PfM18AAP inh – PfM18AAP inhibitors, malaria aminopeptidase, primary screen, biochemical, QFRET, recombinant enzyme. inhibition, % at 7.35 µM. H-Glu-NHMec fluorogenic cleavage. 290,000 tested, 1.2% active. M18 aspartyl aminopeptidase (Plasmodium falciparum 3D7). AID 1822, 2009;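 active = inhibition above the campaign mean inhibition over all tested compounds plus 3 SD, cut at about 28% in these data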;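 also: 0% = plate median of test compound wells and 100% = 2 mM ZnCl2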
SUMO HTRF inh – inhibitors of in vitro SUMOylation cascade, primary screen, biochemical, HTRF, uHTS | inhibition, % at 35 µM | HTRF SUMOylation assay, SAE1/SAE2 + UBC9 | SUMO-conjugating enzyme UBC9 (Homo sapiens), P63279 | 290,000 tested, 0.36% active; in the data active = inhibition above about 50%, passing the limit was not always enough; also: strong numbers were not always called active
Target sequence (P63279 whole entry, looked up): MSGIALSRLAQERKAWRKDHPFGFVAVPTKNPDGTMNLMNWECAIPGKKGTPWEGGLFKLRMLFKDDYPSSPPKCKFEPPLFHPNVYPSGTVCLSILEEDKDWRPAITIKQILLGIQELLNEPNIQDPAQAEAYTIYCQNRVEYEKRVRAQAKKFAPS
VIM-2 inh – VIM-2 metallo-beta-lactamase inhibitors, primary screen, biochemical, epi-absorbance readout, Pseudomonas aeruginosa enzyme; inhibition, % at 5.6 µM; 290,000 tested, 0.89% active; purified VIM-2, nitrocefin hydrolysis, epi-absorbance fluorescence;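 active = inhibition above the mean of all tested compounds plus 3 SD, cutoff set per screening run, cut at about 7.5% in these data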;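 also: red hydrolysis product quenches plate fluorescence so inhibitors raise well fluorescence; 0% = enzyme with DMSO and 100% = DMSO without enzyme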
DNA FID counter – compounds displacing fluorescent DNA intercalator, primary screen, artefact control for HCV NS3 helicase inhibitor project, biochemical, FID fluorescence; inhibition, % at 7.9 µM; DNA fluorescent intercalator displacement; 290,000 tested, 0.17% active; in the data active = inhibition above about 37%;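 also: 0% = vehicle and 100% = reference compound; higher means more ethidium bromide displaced from hairpin DNA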
NALP1 yeast inh – NALP1 inflammasome inhibitors in reconstituted yeast, colorimetric, S. cerevisiae, triplicate retest; AID 2071, 2009; 280,000 tested, 0.61% active; inhibition, % at 10 µM; S. cerevisiae NALP1/ASC/caspase-1 growth, X-gal OD620, 72 h; in the data active = inhibition mostly above about 24%, no sharp cut-off; inactive = mostly below about 32%; also: some compounds called inactive have numbers as strong as hits
* hit, by the source's call; x = not tested or not shown; [ ] = another dose, or the depositor's remark. Compounds as they come; overall some 4.7% were active at least once.

Screens in order: VIM-2 inh, HCV NS3 hel inh, PfM18AAP inh, DNA FID counter, MEKK2mut PB1 HTS, SUMO HTRF inh, NALP1 yeast inh, IMP-1 inhibitor, MEKK2wt PB1 HTS
CC(=O)C1=C(O)C(=O)N(CCCO)C1c1ccccc1 (stereo not drawn)
  -1.8, -6, 7, 6, -2, 19, 9, -2.6, 98
CC1=C([N+](=O)[O-])C(c2cccc(Br)c2)C2=C(N1)c1ccccc1C2=O (stereo not drawn)
  -2.5, -1, 12, 9, 5, 22, 5, -4.7, 107
Cc1cccc(C)c1NC(=O)C1NC(=O)CC1c1ccccc1 (stereo not drawn)
  0.4, 4, -2, 0, 7, 10, -11, -1.5, 114
CC1CCN(C(=O)c2ccc(NS(=O)(=O)c3cccs3)cc2)CC1
  -0.5, 0, 5, -27, -1, 3, 6, -3.9, 98
CC(C)(C)c1nn2cnnc2n(/N=C/c2ccc(O)cc2)c1=O
  -3.6, -2, 11, 0, 0, 10, -1, -3.1, 101
CCN(CC)S(=O)(=O)c1cc(C)ccc1SC
  -1.4, 8, -7, 0, -1, 74, 29, -2.8, 99
Cc1cccc(-c2nc(CN3CCN(C(=O)C4CCCO4)CC3)cs2)c1 (stereo not drawn)
  -2.6, 23, -1, -26, 5, -2, -31, -3.1, 100
CCCc1ccc(C(=O)NC(=O)c2ccccc2O)cc1
  -3.5, -2, -3, -10, 1, -2, -16, -2.1, 102
O=S(=O)(Nc1ccccn1)c1cccs1
  -1.4, 2, -6, -2, -7, 9, -4, -2.4, 95
Cc1cc(N(CN2CCCC2=O)C(=O)c2ccc(OC(C)C)cc2)no1
  -0.2, 2, 2, -10, -6, 10, 11, -1.9, 99
C=CCn1c(SCC(=O)NC2CC2)nnc1-c1cccc(OC)c1
  -3.8, 4, -2, -13, -3, -10, 21, -2.6, 98
CCC(C)(C)NC(=O)C(c1ccc(OC)cc1)N(CCOC)C(=O)CCC(=O)Nc1nccs1 (stereo not drawn)
  -2.1, -6, 2, -15, -1, -5, 3, -3.8, 104
CC(C)CC(NC(=O)C(COCc1ccccc1)NC(=O)OC(C)(C)C)C(=O)NN (stereo not drawn)
  -1.4, 3, 4, -31, -45, -2, -9, -3.4, 93
COCCN(C(=O)CNC(=O)c1ccco1)C(C(=O)NC1CCCCC1)c1cccc(OC)c1 (stereo not drawn)
  -3.1, -2, 6, -30, -2, -6, -12, -3.0, 99
C=CCn1c(O)c(N=NC(=O)CNC(=O)c2ccncc2)c2ccccc21
  1.0, 13, 1, -19, 11, -4, -8, -3.9, 103
Oc1ccc2ccc3[nH]cnc3c2c1
  -0.8, 8, 4, -5, 5, 17, 2, -1.0, 45*[inhibitor]
COC(=O)[C@@]1(Cc2ccccc2)[C@@H]2C(=CC(=O)[C@H]2CC(=O)C(=O)N(C)C)CN1C(=O)c1ccccc1
  -1.9, 8, -2, -28, -4, -7, 28, -1.2, 95
NC(N)=NS(=O)(=O)c1ccc(NC(=S)NC(=O)/C=C/c2ccccc2)cc1
  -1.4, -2, 2, -4, 3, -2, 18, -1.1, 98
COc1ccc(C2(CNC(=O)/C=C\c3ccco3)CCCC2)cc1OC
  -1.7, 21, -23, -35, -7, 12, 28, -0.8, 97
Cc1ccc(C(=O)Oc2cccnc2)cc1[N+](=O)[O-]
  -2.6, -6, 4, -1, 2, -11, 36, -1.9, 105
CCN1CCN(C(CNS(=O)(=O)c2ccc(C)cc2)c2ccccc2)CC1 (stereo not drawn)
  -2.1, 0, 3, 13, -3, 13, -1, -0.5, 103
CCCC1=C(C(=O)OCC)C(c2ccco2)C(C#N)=C(N)O1 (stereo not drawn)
  1.2, 4, 11, -5, -3, -1, 13, 0.1, 94
COc1cc2nc(CN3CCOCC3)n(CC(=O)NCC(F)(F)F)c(=O)c2cc1OC
  -1.8, -9, -11, -3, -4, 17, 9, -1.3, 94
NC(=O)C1CCN(C(=O)/C(=C/c2ccccc2)NC(=O)c2ccccc2)CC1
  0.1, 2, -12, -12, 2, 8, -1, -0.3, 109
COc1ccc(Br)cc1C(=O)NC(=S)Nc1cc(-c2nc3ccccc3[nH]2)ccc1C
  -2.6, 1, -6, 5, 13, -6, 1, -3.8, 109
Cc1ccc(NC(=O)C2C3C=CC4(O3)C2C(=O)N(CCCN2CCOCC2)C4C(=O)NC2CCCCC2)cc1Cl (stereo not drawn)
  -1.7, 2, -1, 1, 1, 4, 14, -2.6, 102
CC1(C)CC(=O)C=C(NCc2ccncc2)C1
  -5.7, 7, 3, -3, 4, 0, 11, -5.0, 106
CCCC1=Nc2cc(C(=O)N3CCC(C(N)=O)CC3)ccc2Sc2ccccc21
  -2.5, -7, 2, -53, 3, -4, 11, -2.6, 100
C=CCNCCCCOc1c(Cl)cc(C)cc1Br
  1.8, -16, -8, 21, 18, 4, 14, 1.0, 117
O=C(Nc1cc(=O)[nH]c(=O)[nH]1)c1cc(Cl)ccc1Cl
  0.0, -1, -12, -4, -7, x, 26, -1.2, 96

Part of the list above in order of heavy-atom count, descending.
Screens in order: VIM-2 inh, HCV NS3 hel inh, PfM18AAP inh, DNA FID counter, MEKK2mut PB1 HTS, SUMO HTRF inh, NALP1 yeast inh, IMP-1 inhibitor, MEKK2wt PB1 HTS
Cc1ccc(NC(=O)C2C3C=CC4(O3)C2C(=O)N(CCCN2CCOCC2)C4C(=O)NC2CCCCC2)cc1Cl (stereo not drawn)
  -1.7, 2, -1, 1, 1, 4, 14, -2.6, 102
CCCC1=Nc2cc(C(=O)N3CCC(C(N)=O)CC3)ccc2Sc2ccccc21
  -2.5, -7, 2, -53, 3, -4, 11, -2.6, 100
NC(N)=NS(=O)(=O)c1ccc(NC(=S)NC(=O)/C=C/c2ccccc2)cc1
  -1.4, -2, 2, -4, 3, -2, 18, -1.1, 98
CCCc1ccc(C(=O)NC(=O)c2ccccc2O)cc1
  -3.5, -2, -3, -10, 1, -2, -16, -2.1, 102

(next part)
Screens in order: VIM-2 inh, HCV NS3 hel inh, PfM18AAP inh, DNA FID counter, MEKK2mut PB1 HTS, SUMO HTRF inh, NALP1 yeast inh, IMP-1 inhibitor, MEKK2wt PB1 HTS
COCCSc1nnc(NC(=O)C2CC(=O)N(c3ccccc3)C2)s1 (stereo not drawn)
  -0.9, -1, 6, -15, -3, 12, -13, -4.3, 97
CCCCC1=NN(C(=O)c2ccncc2)C(O)(C(F)(F)F)C1 (stereo not drawn)
  -3.5, 0, 1, -11, -1, 10, 8, -3.6, 100
Cc1cccc(OCCn2nc(C(=O)O)c3ccccc3c2=O)c1
  1.6, -2, -7, -13, 5, 7, 45, -3.1, 103
CC(Sc1nnc(N)s1)C(=O)Nc1nccs1 (stereo not drawn)
  -0.9, -1, -4, -5, -2, 2, 7, -0.2, 99
Cc1cc2oc(C(=O)Nc3ccc(S(=O)(=O)Nc4onc(C)c4C)cc3)cc(=O)c2cc1Cl
  0.9, 8, -14, -22, -21, 26, x, -1.8, 88
COc1ccc(-n2nnnc2SCC(=O)Nc2ccc3c(c2)OCCO3)c(OC)c1
  0.2, 2, -3, -4, 1, 7, 20, -1.4, 93
COc1cc(/C=N/NC(=O)c2cc(O)cc(O)c2)ccc1OC(=O)c1ccccc1
  -1.6, 6, 9, -42, -10, 20, -4, -3.3, 80
C=CCn1c(=S)[nH]c2cc(C(=O)Nc3ccc(OC)c(OC)c3)ccc2c1=O
  -1.9, 9, 7, -27, 1, 1, 4, -3.2, 99
Cc1ccc(NC(=O)c2cc(=O)[nH]c3ccccc23)cc1C
  1.1, 27, 3, -16, -2, -7, 8, -0.2, 107
COc1ccc(Cc2nc3ccc(C(=O)NCC4COCCO4)cc3o2)cc1 (stereo not drawn)
  -2.0, 0, -3, -28, 5, 4, -6, -2.5, 102
O=C(O)c1ncsc1-c1ccccc1
  13*, 1, 3, 5, -18, 1, -6, -2.6, 86
Nc1c(C(=O)NCc2ccco2)c2nc3ccccc3nc2n1CCc1ccccc1
  -1.9, 13, 18, -11, -3, 99*, 12, -2.5, 82
Cn1c(=O)c2[nH]cnc2n(-c2ccccc2)c1=O
  -2.0, -5, -1, -3, -2, 2, 7, -2.1, 99
Cc1ccc(NS(=O)(=O)c2c(C(=O)N3CCCCCC3)c(C)n(C)c2C)cc1C
  0.2, -4, 0, -37, 2, -13, 13, -3.0, 104
O=C(Cc1ccccc1)N1CCC(C(=O)N2CCN(c3ccc(F)cc3)CC2)CC1
  -1.0, -1, 3, -32, 5, 19, 1, 0.9, 110
Cc1ccc(C(=O)O)cc1S(=O)(=O)N1CCCC1
  -3.7, -1, -3, 2, 3, 9, 9, -2.2, 103
Cc1ccc(NC(=S)N(CCCN2CCOCC2)Cc2cccs2)c(C)c1
  -3.5, -1, 8, 2, -1, 10, 5, -2.8, 101

Quoted from the listing.
Result of O=S(=O)(Nc1ccccn1)c1cccs1 under DNA FID counter: -2
Result of COC(=O)[C@@]1(Cc2ccccc2)[C@@H]2C(=CC(=O)[C@H]2CC(=O)C(=O)N(C)C)CN1C(=O)c1ccccc1 under DNA FID counter: -28
